dFosB activator: activators of delta FosB homodimer, primary screen, biochemical, fluorescence polarization, TAMRA-CDK5 oligo, single point; actives 0.99% (n = 340,000); activation, % at 25 µM; Protein FosB (Mus musculus), P13346; purified delta FosB; percent of positive-control signal above neutral wells;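 active means mean activation above about 17%, with every replicate also reaching it, limit read from the data, passing the limit was not always enough; inconclusive means only one of the two conditions met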;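 further: fluorescence polarization rise as delta FosB binds a TAMRA Cdk5 AP-1 oligo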
Target sequence (P13346 whole entry, looked up): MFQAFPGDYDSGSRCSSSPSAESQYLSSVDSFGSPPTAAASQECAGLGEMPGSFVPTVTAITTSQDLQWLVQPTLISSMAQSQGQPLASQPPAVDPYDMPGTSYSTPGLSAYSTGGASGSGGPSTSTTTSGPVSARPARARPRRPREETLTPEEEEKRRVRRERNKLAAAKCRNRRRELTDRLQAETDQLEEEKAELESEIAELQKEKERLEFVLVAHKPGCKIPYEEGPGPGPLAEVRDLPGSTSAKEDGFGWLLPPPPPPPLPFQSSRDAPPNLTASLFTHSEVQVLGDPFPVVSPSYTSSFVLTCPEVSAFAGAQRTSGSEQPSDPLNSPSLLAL
V-ATPase pHluor: regulators of yeast V-ATPase proton pumping, primary screen, pHLuorin cytosolic pH fluorescence | S. cerevisiae | response, % at 10 µM | actives 0.37% (n = 350,000); in the data active means response mostly above about 7.3%, no sharp cut-off; inactive means mostly below about 5.4%; further: actives read high; inactives centre near 0; some compounds called inactive have numbers as strong as hits
CDK5 p35 inh: inhibitors of human CDK5/p35 kinase, primary screen, biochemical, single concentration; Cyclin-dependent kinase 5 (Homo sapiens) + Cyclin-dependent kinase 5 activator 1 (Homo …; Recombinant CDK5/p35, ADP-Glo luminescence, 60 min; inhibition, % at 10 µM; actives 0.01% (n = 330,000); AID 488839, 2010;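 active means highest replicate inhibition of at least 50% and at least 75% of replicates reaching 50%; inconclusive means only one of the two criteria met; inactive means both criteria failed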;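 further: plate controls were DMSO neutral control for no effect and GW8510 at 10 µM for full effect; many of its hits are not listed in these tables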
CAL PDZ FP-1: CAL PDZ peptide-binding inhibitors, primary screen, biochemical, fluorescence polarization, Cer-tagged CAL PDZ, HTS; actives 0.02% (n = 330,000); Golgi-associated PDZ and coiled-coil motif-containing protein (Homo sapiens), Q9HD26; purified CAL PDZ, TMR-peptide fluorescence polarization, 1 h; AID 504414, 2011; inhibition, % at 20 µM;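 active means highest replicate inhibition of at least 40%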;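 further: plate controls were DMSO neutral control wells for no effect and unlabeled competitor peptide control wells for full effect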
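Read-out basis: mP drop reported as inhibition | Assay system: Tagged CAL PDZ protein CerCALP, purified | Benchmarks: Unlabelled peptide for full inhibition, DMSO wells as neutral | Schedule: 1 h incubation at room temperature before polarization reading | Buffer or medium: Sodium phosphate/NaCl buffer pH 7.4 with TCEP, IgG, Thesit | Doses: Single point, 20 µM | Measured by: Fluorescence polarization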
CAL PDZ FP-2: untagged CAL PDZ binding inhibitors, primary screen, biochemical, fluorescence polarization, HTS | Golgi-associated PDZ and coiled-coil motif-containing protein (Homo sapiens), Q9HD26 | purified CAL PDZ, TMR-peptide fluorescence polarization, 1 h | inhibition, % at 24.9 µM | actives 0.92% (n = 300,000) | AID 602252, 2012;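 active means mean inhibition of at least 30% with at least half of replicates also reaching 30%; inconclusive means no clear call, values can overlap the other calls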;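 further: 0% = DMSO neutral control and 100% = excess unlabeled competitor peptide PRC23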
Wnt act: Wnt/beta-catenin pathway activators, primary screen, cell-based, plate reader, single point; Wnt/beta-catenin reporter cell assay, activator; activation, % at 9.35 µM; actives 1.2% (n = 300,000); in the data active means activation above about 30%, passing the limit was not always enough; inconclusive means no clear call, values can overlap the other calls;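 further: 0% = neutral control wells and 100% = positive control wells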
RTF Ca sens act: cardiac RTF calcium sensitivity activators, primary screen, biochemical, IANBD-TnC fluorescence, EC20 calcium; Troponin I, cardiac muscle (Homo sapiens) + Troponin T, cardiac muscle (Homo sapiens) + …; activation, % at 7.2 µM; actives 0.24% (n = 340,000); IANBD-labeled TnC RTF fluorescence at EC20 calcium; 0% EC20 calcium, 100% full calcium;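 active means activation above the mean over all tested compounds plus 3 SD, cut at about 30% in these data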;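 further: rise in fluorescence read as greater calcium sensitivity of cardiac thin filaments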
Tat export inh: E. coli Tat export inhibitors, primary screen, MC4100, TorA-mCherry reporter, fluorescence, single point; inhibition, % at 10 µM; actives 0.036% (n = 340,000); AID 488895, 2010;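 active means mean replicate inhibition at least 50% and at least half of replicates individually reaching 50%; inconclusive means only one of the two criteria met; inactive means neither criterion met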;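 further: exported cargo escapes ClpAP degradation while cytoplasmic cargo is degraded and loses fluorescence; 0% = median of neutral control wells and 100% = median of NaSCN control wells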
Rtt109 HAT inh: inhibitors of C. albicans Rtt109/Vps75 HAT, primary screen, biochemical, ThioGlo CoA-SH fluorescence, plate reader; Histone acetyltransferase RTT109 (Candida albicans (strain SC5314 / ATCC MYA-2876)), …; purified Rtt109/Vps75, 4 h; inhibition, % at 34.9 µM; actives 0.16% (n = 330,000); AID 540336, 2011;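 active means inhibition of at least 50% in every replicate; inconclusive means best replicate reaches 50% inhibition but some replicates fall short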
Target sequence (Q5AAJ8 whole entry, looked up): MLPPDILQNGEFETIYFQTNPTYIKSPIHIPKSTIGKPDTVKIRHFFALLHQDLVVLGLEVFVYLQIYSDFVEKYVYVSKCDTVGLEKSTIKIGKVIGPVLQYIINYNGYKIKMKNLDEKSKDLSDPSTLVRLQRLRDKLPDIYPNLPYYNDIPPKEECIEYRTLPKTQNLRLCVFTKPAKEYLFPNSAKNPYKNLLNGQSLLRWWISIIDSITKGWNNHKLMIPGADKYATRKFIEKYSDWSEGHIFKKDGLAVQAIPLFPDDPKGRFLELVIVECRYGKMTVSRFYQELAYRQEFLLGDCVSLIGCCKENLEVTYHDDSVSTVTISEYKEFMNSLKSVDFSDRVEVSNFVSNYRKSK
MITF act: activators of MITF-driven TRPM1 promoter reporter, primary screen, cell-based, SK-MEL-5, luciferase, single point; SK-MEL-5 TRPM1-promoter luciferase, 24 h; % of positive control, neutral wells = 0; activation, % at 12.5 µM; actives 0.75% (n = 300,000);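 active means mean activation of at least 80% with every replicate also reaching 80%; inconclusive means mean reaches 80% but some replicate falls short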;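 further: 0% = neutral control wells and 100% = parthenolide positive control wells; values of inactives mirror those of a sister screen read the other way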
An asterisk follows results filed as active; ? = inconclusive; nt = no result given; & = joins results of further samples.

cpd | RTF Ca sens act | MITF act | Wnt act | dFosB activator | CAL PDZ FP-1 | Tat export inh | Rtt109 HAT inh | V-ATPase pHluor | CDK5 p35 inh | CAL PDZ FP-2 | molecule
1 | -3 | nt | 25 | -7 | -0.1 | 1 | 3 | 3 | 0.7 | -4 | O=C(Nc1ccc(-c2cn3c(n2)SCC3)cc1)c1ccco1
2 | -4 | 7 | 2 | -11 | -1.2 | 0 | 8 | 5 | 1.0 | -1 | CCN(CC)C(=O)Cn1cc(C(=O)C(=O)NCCCN2CCOCC2)c2ccccc21
3 | 7 | 17 | nt | -4 | -4.0 | -5 | -82 | -3 | -2.9 | -4 | CN(C)c1c2ccccc2nc2c(F)c(F)c(F)c(F)c12
4 | 2 | nt | 4 | -6 | -1.1 | -4 | 6 | 1 | 0.4 | nt | O=C(CN1CCOc2ccccc21)NC1CCCCCCC1
5 | -7 | 5 | -5 | -2 | -1.7 | -9 | -13 | -5 | 0.0 | -4 | CN(CC(=O)Nc1ccc(F)c(Cl)c1)S(=O)(=O)c1cccc2nsnc12
6 | -1 | 5 | -4 | -55 | -4.3 | 2 | -2 | 4 | 1.3 | -4 | Cc1ccc2nc(N(CCCN(C)C)C(=O)CCc3ccccc3)sc2c1
7 | 7 | nt | -11 | -5 | -0.8 | 10 | 2 | 3 | -0.9 | -4 | Cc1ccc(N2C(=O)CC(Sc3nc4ccccc4o3)C2=O)cc1Cl (stereo unspecified)
8 | 10 | 6 | 5 | -14 | -0.2 | -6 | 3 | 3 | -0.3 | 0 | COc1cc2nc(Cl)nc(NCCO)c2cc1OC
9 | -22 | 0 | -1 | -1 | -0.8 | -6 | -1 | -1 | -0.9 | 3 | CCOC(=O)c1c(NC(NC(=O)C(C)C)C(Cl)(Cl)Cl)sc2c1CCC2 (stereo unspecified)
10 | 4 | 1 | nt | -3 | nt | 0 | ? | 1 | -0.6 | -1 | Cc1ccc2cc(CN(CCCN(C)C)C(=O)NCc3ccccc3)c(=O)[nH]c2c1C
11 | 3 | 4 | 3 | -1 | nt | -9 | -8 | -1 | -0.1 | -5 | CCOC(=O)c1c(C)[nH]c(C(=O)COC(=O)CNC(=O)C2CCCCC2)c1C
12 | 6 | 34 | 10 | 1 | -2.2 | 0 | 10 | -3 | 3.7 | 0 | Cc1ccc(C(=O)CSc2nc3ccccc3o2)cc1
13 | 0 | 9 | 4 | -2 | -1.4 | -2 | -7 | 1 | -1.4 | nt | O=C(Nc1ccccc1)/C(=C/c1ccc(O)cc1)NC(=O)c1ccco1
14 | -5 | -12 | nt | -1 | -0.5 | 25 | 12 | -7 | -1.0 | 0 | CCOC(=O)c1[nH]c2ccc(C)cc2c1NC(=O)CN1CCCCC1
15 | -3 | 0 | 0 | -5 | -0.7 | -14 | nt | 2 | -0.8 | -5 | CCCC(=O)Nc1cc(C(=O)O)ccc1Sc1ccccc1
16 | -4 | -6 | 0 | -5 | 0.2 | -3&-2 | 18&1 | -5 | -0.3 | 3 | COCCCN1C(=O)C(=O)/C(=C(/O)c2ccc3c(c2)CC(C)O3)C1c1cccnc1 (stereo unspecified)
17 | 6 | 17 | nt | -7 | -3.5 | 0 | -5 | -4 | 2.7 | nt | Cc1ccc(S(=O)(=O)N2CCN(S(=O)(=O)c3ccccc3)C2)cc1
18 | -1 | -9 | 10 | -4 | -1.3 | -7 | -1 | 8 | -0.3 | -5 | Cc1ccc(CNC(=O)C2CC3Cn4c(nc5cc6ccccc6cc54)C3N2C)o1 (stereo unspecified)
19 | 1 | -2 | -1 | -9 | -0.7 | 1 | 0 | 2 | 0.7 | -1 | CCCN(CCC)C(=O)COc1cc(=O)n(CC)c2ccccc12
20 | 1 | nt | 10 | 0 | -0.6 | 4 | 14 | 5 | -0.2 | 6 | Cc1ccc(C)c(NC(=O)C2COc3ccccc3O2)c1 (stereo unspecified)
21 | 7 | 4 | -3 | -3 | -0.2 | -2 | -1 | 2 | -4.5 | -8 | COc1cccc(/C=C/C(=O)OCC(=O)NC(=O)NC2CCCCC2)c1
22 | -1 | 0 | 2 | 0 | 0.0 | -3 | 3 | 7 | -0.2 | -2 | c1ccc(-c2cccs2)nc1
23 | -14 | 2 | 3 | -7 | -3.6 | -3 | 3 | -3 | 1.2 | -3 | Cc1noc(C)c1S(=O)(=O)N1CCN(c2ccccc2Cl)CC1
24 | -6 | nt | 3 | 4 | -1.0 | 4 | -3 | 0 | -0.4 | -6 | CCOc1ccc(-c2csc3nc[nH]c(=O)c23)cc1
25 | -2 | -22 | -3 | -5 | 0.0 | 13 | -2 | 1 | -1.5 | 3 | COc1cccc(CN(C)CC(=O)Nc2cccc(S(=O)(=O)N(C)c3ccccc3)c2)c1OC
26 | 2 | -77 | -30 | -6 | -1.3 | 9 | 28 | -3 | -1.1 | -3 | CC[C@@H](C(=O)[C@@H](C)[C@@H](O)[C@H](C)[C@@H]1O[C@@H]([C@@H](CC)C(=O)O)CC[C@@H]1C)[C@H]1O[C@]2(C=C[C@@H](O)[C@]3(CC[C@@](C)([C@H]4CC[C@](O)(CC)[C@H](C)O4)O3)O2)[C@H](C)C[C@@H]1C
27 | -2 | -6 | 2 | 4 | -0.2 | -9 | -9 | -1 | -1.1 | 13 | COC(=O)[C@H](Cc1ccccc1)NC(=O)[C@@H](N)CC(=O)O
28 | -2 | 16 | 0 | -1 | -2.7 | -2 | 6 | -1 | -0.9 | -3 | CCn1cc2nc(SCC(=O)Nc3ccc(OC)c(OC)c3)n(Cc3ccc(OC)cc3)c(=O)c2n1
29 | 1 | 2 | -1 | -1 | -0.7 | -4 | 22 | 2 | -1.3 | -1 | O=C(Nc1cc(S(=O)(=O)N2CCOCC2)ccc1O)c1ccc(NS(=O)(=O)c2ccc(Cl)s2)cc1
30 | 3 | 6 | 0 | 1 | -0.5 | 1 | -16 | 1 | 1.2 | 1 | CCOc1ccccc1CNCc1ccc(F)cc1

Sorted by molecular weight (falling): some entries from above.
cpd | RTF Ca sens act | MITF act | Wnt act | dFosB activator | CAL PDZ FP-1 | Tat export inh | Rtt109 HAT inh | V-ATPase pHluor | CDK5 p35 inh | CAL PDZ FP-2 | molecule
29 | 1 | 2 | -1 | -1 | -0.7 | -4 | 22 | 2 | -1.3 | -1 | O=C(Nc1cc(S(=O)(=O)N2CCOCC2)ccc1O)c1ccc(NS(=O)(=O)c2ccc(Cl)s2)cc1
10 | 4 | 1 | nt | -3 | nt | 0 | ? | 1 | -0.6 | -1 | Cc1ccc2cc(CN(CCCN(C)C)C(=O)NCc3ccccc3)c(=O)[nH]c2c1C
17 | 6 | 17 | nt | -7 | -3.5 | 0 | -5 | -4 | 2.7 | nt | Cc1ccc(S(=O)(=O)N2CCN(S(=O)(=O)c3ccccc3)C2)cc1
14 | -5 | -12 | nt | -1 | -0.5 | 25 | 12 | -7 | -1.0 | 0 | CCOC(=O)c1[nH]c2ccc(C)cc2c1NC(=O)CN1CCCCC1
1 | -3 | nt | 25 | -7 | -0.1 | 1 | 3 | 3 | 0.7 | -4 | O=C(Nc1ccc(-c2cn3c(n2)SCC3)cc1)c1ccco1
8 | 10 | 6 | 5 | -14 | -0.2 | -6 | 3 | 3 | -0.3 | 0 | COc1cc2nc(Cl)nc(NCCO)c2cc1OC
12 | 6 | 34 | 10 | 1 | -2.2 | 0 | 10 | -3 | 3.7 | 0 | Cc1ccc(C(=O)CSc2nc3ccccc3o2)cc1
24 | -6 | nt | 3 | 4 | -1.0 | 4 | -3 | 0 | -0.4 | -6 | CCOc1ccc(-c2csc3nc[nH]c(=O)c23)cc1

(continued)
cpd | RTF Ca sens act | MITF act | Wnt act | dFosB activator | CAL PDZ FP-1 | Tat export inh | Rtt109 HAT inh | V-ATPase pHluor | CDK5 p35 inh | CAL PDZ FP-2 | molecule
31 | 7 | -1 | -1 | -6 | -0.2 | -1 | -2 | 2 | -2.6 | nt | COc1ccc(CC(=O)OCC(=O)Nc2ccc(Cl)c(S(=O)(=O)N(C)C)c2)cc1
32 | -4 | -1 | -1 | -10 | -1.4 | -5 | 1 | 1 | -0.1 | -1 | CC1CN(C(=O)c2ccc(NS(=O)(=O)c3cccc(Cl)c3)cc2)CC(C)O1 (stereo unspecified)
33 | -4 | -1 | 2 | -4 | 2.1 | -3 | -4 | -2 | 0.8 | -4 | NC(=O)CSc1nnc(COc2ccc3ccccc3c2)o1
34 | -1 | 21 | 0 | -3 | -0.4 | -4 | 6 | 3 | -0.4 | 13 | CCOC(=O)c1cnn(-c2cc(C)nc3c(-c4ccccc4)cnn23)c1N
35 | 3 | 5 | -2 | -1 | 1.0 | 3 | 6 | 3 | -1.8 | nt | CC(=O)N(Cc1cccc(Br)c1)c1ccc(N2CCOCC2)c(Cl)c1
36 | 44* | 18 | 22 | -3 | -2.5 | -7 | 18 | -86 | -2.2 | -5 | C=CCOc1ccc(C2C(C(=O)c3cccs3)=C(O)C(=O)N2c2nnc(C)s2)cc1 (stereo unspecified)
37 | 13 | 54 | 16 | -6 | -2.4 | -12 | -13 | 0 | -1.8 | -3 | CC(=O)c1ccc(OCc2cc(C(=O)N3CCCCC3c3cccnc3)no2)cc1 (stereo unspecified)
38 | 2 | -8 | 0 | -8 | -2.5 | 5 | -7 | 5 | 0.2 | -1 | COc1ccc(C(=O)CCC(=O)N2CCN(c3ccc(C)cc3)C(C)C2)cc1 (stereo unspecified)
39 | 1 | -9 | nt | -4 | -0.7 | -6 | 2 | 2 | 2.1 | -1 | CCc1nc(SCC(=O)Nc2ccnc3ccccc23)n[nH]1
40 | 4 | -1 | 4 | -15 | -3.0 | 2 | 8 | -2 | -2.0 | 0 | CCOc1ccc(OCC)c(NC(=O)CSc2nnc(Cn3cnc4ccccc43)n2C)c1
41 | -4 | 1 | 2 | 5 | 1.5 | 0 | 8 | 6 | 1.2 | 38* | COc1ccc(-n2c(C)c(C(C)=O)c3cc(OCC(N)=O)ccc32)cc1
42 | 3 | -5 | -3 | 2 | -1.2 | 4 | 9 | -2 | 1.3 | nt | Cc1ccc(C(=O)N(C)CC(=O)Nc2ccc(Cl)c(C(F)(F)F)c2)cc1S(=O)(=O)N1CCCCC1
43 | -2 | 17 | 0 | 1 | -1.8 | 2 | 11 | 0 | -1.6 | -1 | CCc1cc2c(SCC#N)ncnc2s1

Source: PubChem BioAssay (several laboratories)
